High-throughput results from PubChem.
MrgX1 agonist – human MrgX1 receptor agonism, primary screen; MrgX1-HEK293 cells, Fluo-4 calcium fluorescence, agonist mode; stronger effect = higher value; B-score at 10 µM; hit rate 0.44% among 310,000;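 active = calcium response B-score plate-corrected fluorescence ratio at least 3 library SD, with starting fluorescence B-score inside 5 SD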
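System – MrgX1-expressing HEK293 cells · Incubation – cells plated overnight, dye loaded 0.5 h 37 °C, 0.5 h room temperature · Technique – kinetic Fluo-4 NW fluorescence of intracellular calcium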
AI-2 QS modul – modulates the Vibrio harveyi AI-2 quorum sensing system; hit rate 0.4% among 300,000; activity change, % at 7.5 µM; AID 2094; Vibrio harveyi JMH597 AI-2 luminescence/OD600 ratio, 9 h; stronger effect = lower value; strain lacks LuxN and CqsS sensors; 0 = neutral-control median; in the data active = activity change below about -75%, passing the limit was not always enough;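 note: luminescence divided by OD600 gain over 9 h not by final OD600 alone; inactives centre near 13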
TRPC6 activator – activators of mouse TRPC6 channel | B-score at 10 µM | HEK293-TRPC6 membrane potential dye fluorescence; stronger effect = higher value | hit rate 0.13% among 310,000;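 active = B-score of the integrated fluorescence ratio above library mean plus 3 SD, and starting fluorescence ratio within library mean plus 5 SD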;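 note: higher score means more depolarization so channel activation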
Target sequence (Q61143 whole entry, looked up): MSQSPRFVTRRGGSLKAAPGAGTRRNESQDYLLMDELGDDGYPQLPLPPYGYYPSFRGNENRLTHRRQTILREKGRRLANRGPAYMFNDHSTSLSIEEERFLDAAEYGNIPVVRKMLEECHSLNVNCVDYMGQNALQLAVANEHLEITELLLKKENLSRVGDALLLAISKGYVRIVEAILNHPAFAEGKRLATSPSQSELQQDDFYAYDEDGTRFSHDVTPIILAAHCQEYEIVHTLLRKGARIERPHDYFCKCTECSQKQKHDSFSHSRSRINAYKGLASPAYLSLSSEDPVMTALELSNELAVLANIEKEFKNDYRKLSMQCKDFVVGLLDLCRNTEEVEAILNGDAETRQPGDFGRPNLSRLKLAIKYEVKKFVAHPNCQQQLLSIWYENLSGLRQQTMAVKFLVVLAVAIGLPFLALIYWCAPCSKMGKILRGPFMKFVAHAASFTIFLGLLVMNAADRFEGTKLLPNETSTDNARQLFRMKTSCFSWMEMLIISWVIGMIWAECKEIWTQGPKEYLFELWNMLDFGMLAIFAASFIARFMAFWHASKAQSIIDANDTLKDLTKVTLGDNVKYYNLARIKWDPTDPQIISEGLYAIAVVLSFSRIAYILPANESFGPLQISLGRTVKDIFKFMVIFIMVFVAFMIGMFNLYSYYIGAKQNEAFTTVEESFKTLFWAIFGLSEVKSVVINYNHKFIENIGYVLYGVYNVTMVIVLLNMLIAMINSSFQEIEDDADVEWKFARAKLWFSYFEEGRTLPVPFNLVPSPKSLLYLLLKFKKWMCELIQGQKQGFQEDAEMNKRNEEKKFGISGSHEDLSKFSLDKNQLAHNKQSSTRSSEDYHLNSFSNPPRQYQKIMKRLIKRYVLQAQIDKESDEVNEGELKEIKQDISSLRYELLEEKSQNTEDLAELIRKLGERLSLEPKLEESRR
PolyA inh – yeast polyadenylation inhibition; S. cerevisiae SKY197-pL101 polyadenylation reporter, beta-gal luminescence; efflux-impaired pdr1/pdr3 knockout yeast; score 100 = 6 SD above DMSO; calls only at 12 µM; hit rate 0.02% among 300,000; AID 1875;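 active = lowest replicate activity score at least 50, where 100 means six control SD above control mean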;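 note: yeast exposed to compound for 9 h at 30 °C; higher score means more reporter readthrough which indicates perturbed polyadenylation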
TRPC4 inh – blocks the mouse TRPC4 cation channel. HEK293 TRPC4beta/mu-opioid, DAMGO-evoked Fluo4 calcium flux; stronger effect = lower value. Q9QUQ5. hit rate 0.39% among 300,000. AID 2247. B-score at 10 µM;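 active = B-score over 3 SD under the library average, no early fluorescence shift, positive overall ratio signal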
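Assay system: Stable TRPC4beta/mu-opioid receptor HEK293 cells | Reagent: DAMGO in two steps, submaximal then maximal | Compound dosing: Single concentration per test compound | Signal: Fluo4 Ca2+ flux fluorescence | Evaluation: Per-well B score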
TRPC6 inhibitor – mouse TRPC6 channel inhibition; HEK293-TRPC6, membrane potential dye, ACh-evoked depolarization; stronger effect = lower value; AID 2553; Q61143; B-score at 10 µM; hit rate 1.1% among 310,000;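 active = B-score under library mean minus 3 SD, initial fluorescence not abnormally high, positive integrated signal ratio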;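 note: B-score derived from integrated fluorescence ratio over the kinetic read; more negative B-score means stronger inhibition of depolarization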
HIF act – HIF pathway transcriptional activation; U2OS HRE-luciferase reporter, luminescence; normalized: DMSO 0%, desferrioxamine 100%; activation, % at 7.5 µM (by protocol); hit rate 0.32% among 300,000; AID 1910;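 active = mean activation of at least 10% of the iron chelator positive control signal, with at least half of replicates also reaching 10%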
TRPC4 act – TRPC4 (mouse) channel activation. B-score at 10 µM. hit rate 0.49% among 310,000. HEK293 TRPC4beta/mu-opioid, Fluo4 calcium fluorescence; stronger effect = higher value. AID 2237;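 active = B-score above 5 SD of library B-scores, and initial fluorescence ratio not above library mean plus 5 SD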;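 note: positive B-score marks a calcium rise read as TRPC4 activation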
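Technique: kinetic Fluo4 calcium fluorescence; Test system: TRPC4beta and mu-opioid receptor HEK293 stable cells; Measure: B-scored integrated calcium fluorescence ratio; Benchmarks: low control buffer alone, high control maximal DAMGO; Schedule: 45 min room-temperature Fluo4 loading, 110 s read.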
MrgX1 allo act – allosterically activates human MrgX1 receptor signaling; Q96LB2; MrgX1-HEK293, Fluo-4 calcium flux, FDSS; stronger effect = higher value; hit rate 0.63% among 310,000; B-score at 10 µM;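 active = plate-corrected calcium response at least 3 library SD above typical, normal starting fluorescence, not activating the receptor alone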;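 note: compound read alongside a low EC10 to EC30 dose of BAM8-22 agonist; peak minus trough fluorescence over baseline measured at the second addition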
MrgX1 antag – human MrgX1 receptor antagonism, primary screen; AID 588676; hit rate 1.3% among 310,000; B-score at 10 µM; MRGX1-HEK293 calcium flux, Fluo-4, BAM8-22 antagonism; stronger effect = lower value;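 active = calcium-response B-score plate-corrected more than 3 library SD below zero, starting fluorescence within 5 deviations, no agonist response on first addition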;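 note: peak minus trough fluorescence over baseline after final BAM8-22 challenge near maximal dose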
TRPC4 PAM – TRPC4 (mouse) allosteric potentiation; Q9QUQ5; HEK293 TRPC4beta/mu-opioid, DAMGO EC20, Fluo-4 Ca2+ flux; stronger effect = higher value; B-score at 10 µM; hit rate 0.42% among 310,000; AID 2227;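 active = B-score of calcium response area above 5 SD of library B-scores, with initial fluorescence ratio within 5 SD of library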;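 note: B-score of integrated fluorescence ratio over time as area under calcium response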
An asterisk follows results filed as active; i = inactive; . = not tested or not shown.

Values run as follows: MrgX1 agonist | AI-2 QS modul | TRPC6 activator | PolyA inh | TRPC4 inh | TRPC6 inhibitor | HIF act | TRPC4 act | MrgX1 allo act | MrgX1 antag | TRPC4 PAM
1. C[C@H](NC(=O)c1nc[nH]c1C(=O)NCCCCCNC(=O)OC(C)(C)C)C(=O)OC(C)(C)C
 : i | -4 | i | i | i | i | 1.8 | i | i | i | i
2. O=C(Nc1ccccn1)c1ccc2ccccc2n1
 : i | 20 | i | i | i | i | 4.0 | i | i | i | i
3. CSCC[C@H](NC(=O)[C@@H]1CSC2c3ccccc3C(=O)N21)C(=O)NC1CCCC1 (stereo not given in full)
 : i | 16 | i | i | i | i | -0.1 | i | i | i | i
4. COCC(C)n1c(C)cc(C(=O)COC(=O)CNC(=O)c2ccccc2)c1C (stereo not given)
 : i | 1 | i | i | i | i | 0.5 | i | i | i | i
5. COc1ccc(-c2nn(-c3ccccc3)cc2C(N)=O)cc1OC
 : i | . | i | i | i | i | -5.3 | i | i | i | i
6. O=C(N/N=C/c1ccccc1O)c1ccc2c(c1)OCO2
 : i | -16 | i | i | i | i | 9.7* | i | i | i | i
7. COc1ccccc1N1CCN(C2CCCN(C(=O)CCC(=O)N(C)C)C2)CC1 (stereo not given)
 : i | -6 | i | i | i | i | 0.0 | i | i | i | i
8. Cc1ccnc(OC(C(=O)O)C(OCCc2ccccc2)(c2ccccc2)c2ccccc2)n1 (stereo not given)
 : i | 15 | i | i | i | i | -1.5 | i | i | i | i
9. Cc1ccc(S(=O)(=O)NCCC(=O)N2CCCCCCC2)cc1C
 : i | 21 | i | i | i | i | 1.1 | i | i | -4.7* | i
10. CCOc1ccc(NC(=O)Cn2ncc3ccccc32)cc1
 : i | -43 | i | i | i | i | 2.8 | i | i | i | i
11. CCOc1ccc(C(CC(=O)O)NC(=O)c2sc3ccccc3c2Cl)cc1 (stereo not given)
 : i | 14 | i | i | i | i | -0.4 | i | i | i | i
12. COc1ccc(S(=O)(=O)N2CCCOC2CNC(=O)C(=O)NCCCN2CCOCC2)cc1C (stereo not given)
 : i | 16 | i | i | i | i | -0.4 | i | i | i | i
13. CSc1nc2nc3c(c(=O)n2[nH]1)CCCC3
 : i | 44 | i | i | i | i | -0.1 | i | i | i | i
14. COc1ccccc1C(=O)N/C(N)=N/c1nc2ccccc2o1
 : i | 25 | i | i | i | i | 2.8 | i | i | i | i
15. CC(=O)N1CCN(C(=O)c2ccc(S(=O)(=O)Nc3cccc(C(F)(F)F)c3)cc2)CC1
 : i | 10 | i | i | i | i | -0.3 | i | i | i | i
16. COc1ccc(Cl)cc1S(=O)(=O)N1CCC(C(=O)NC2CCCC2)CC1
 : i | 21 | i | i | i | i | -0.6 | i | i | i | i
17. NC(=O)COc1ccc2c3c(c(=O)oc2c1)CCCCC3
 : i | 13 | i | . | i | i | -0.1 | i | i | i | i
18. CCN(CC)S(=O)(=O)c1cccc(C(=O)OCC(=O)NCc2ccccc2OC)c1
 : i | 20 | i | i | i | i | -0.3 | i | i | i | i
19. COc1ccccc1CNC(=O)[C@@H]1CCCN1C(=O)C1CCN(S(=O)(=O)c2ccc(C)cc2)CC1
 : i | 25 | i | i | i | i | -0.5 | i | i | i | i
20. Cc1cccc(N(CC(O)CON=C2c3ccccc3-c3ccccc32)S(C)(=O)=O)c1 (stereo not given)
 : i | 16 | i | i | i | i | 0.0 | i | i | -4.9* | i
21. CCN(CC)C(=O)c1ccc(COc2ccccc2Cl)cc1
 : i | -2 | i | i | i | i | -1.3 | i | i | i | i
22. Cc1ccc(S(=O)(=O)NCC(c2ccc3c(c2)OCO3)N2CCOCC2)cc1 (stereo not given)
 : i | 5 | i | i | i | i | -1.4 | i | i | i | i
23. Cc1nn(C(C)C(=O)Nc2ccc(Cl)cn2)c(C)c1[N+](=O)[O-] (stereo not given)
 : i | 9 | i | i | i | i | 0.1 | i | i | i | i
24. COc1ccc(CNS(=O)(=O)c2cc(-c3cc(C)no3)ccc2C(C)C)cc1
 : i | 7 | i | i | i | i | 0.9 | i | i | i | i
25. Cc1ccccc1N1C(=O)C2C3CC(=O)C(c4ccccc43)C2C1=O (stereo not given)
 : i | 13 | i | i | i | i | 0.0 | i | i | i | i
26. Brc1ccc(CNc2nc3ccccc3n2CCN2CCCCC2)cc1
 : i | -8 | i | i | i | -5.2* | -0.4 | i | i | i | i
27. Cc1ccc(C(C(=O)NC2CCCC2)N(C(=O)CNC(=O)c2ccco2)c2ccccc2)o1 (stereo not given)
 : i | -3 | i | i | i | i | 0.3 | i | i | i | i
28. NC(=O)COC(=O)c1ccc(C(=O)C(=O)c2ccccc2)cc1
 : i | 26 | i | i | i | i | 0.2 | i | i | i | i
29. O=S(=O)(NC1=NCCCCC1)c1ccccc1Cl
 : i | 7 | i | i | i | i | -0.4 | i | i | i | i
30. COc1ccccc1C(=O)N(C1=NC(C)CS1)c1ccc(Cl)cc1 (stereo not given)
 : i | 0 | i | i | i | i | 0.0 | i | i | i | i
31. Cc1ccccc1OC(C)C(=O)Nc1ccc(S(=O)(=O)Nc2nccs2)cc1 (stereo not given)
 : i | 9 | i | i | i | i | -0.4 | i | i | i | i
32. COc1cc(/C=N/NC(=O)c2ccc(N3CCCC3=O)cc2)ccc1O
 : i | 33 | i | i | i | i | 1.3 | i | i | i | i
33. COc1ccc(Nc2cccccc2=O)cc1
 : i | 18 | i | i | i | i | 2.0 | i | i | i | i
34. CC(=O)c1c(N2CCN(Cc3ccc4c(c3)OCO4)CC2)nc(=S)n(-c2ccccc2)c1C
 : i | 24 | i | i | i | i | -0.6 | i | i | i | i
35. CCOC(=O)C1=C(C)Nc2ncnn2C1c1ccc2c(c1)OCO2 (stereo not given)
 : i | 17 | i | i | i | i | 0.0 | i | i | i | i
36. Cn1c(N2CCCCC2)cc(=O)n(C)c1=O
 : i | 21 | i | i | i | i | -7.1 | i | i | i | i
37. CCOC(=O)C1CCN(c2ncnc3c2c(-c2ccccc2)cn3-c2ccc(C)cc2)CC1
 : i | 28 | i | i | i | i | -0.9 | i | i | i | i
38. Cc1ccccc1CN(C)CC(=O)NC(C)CCc1ccccc1 (stereo not given)
 : i | 22 | i | i | i | i | 0.0 | i | i | i | i
39. O=C(C1CC1)N1CCc2cc(Br)cc(S(=O)(=O)NCc3ccccn3)c21
 : i | 23 | i | i | i | i | -0.4 | i | i | i | i
40. COc1ccccc1NC(=O)Cn1ncc2c1-c1ccccc1OC2
 : i | -3 | i | i | i | i | -0.4 | i | i | i | i
41. CC(C)=CCCC(C)CN1CCC(N2CCC(C(=O)NC(C)C)CC2)CC1 (stereo not given)
 : i | 2 | i | i | i | i | -0.3 | i | i | i | i
42. CC(=O)N(Cc1ccc(F)cc1)C1=C(NCc2ccccc2)C(=O)c2ccccc2C1=O
 : . | 14 | i | i | i | i | 0.9 | i | . | . | i
43. O=C(CCC1CCCN(c2ncccn2)C1)N1CCN(c2ccccn2)CC1 (stereo not given)
 : i | 14 | i | i | i | i | 0.1 | i | i | i | i
44. CCOC(=O)COc1ccc2c(c1)c(C(C)=O)c(C)n2-c1ccccc1
 : i | 15 | i | i | i | i | -1.9 | i | i | i | i
45. CC(=O)N/N=C(\C)c1ccc2c(c1)OCCO2
 : i | 9 | i | i | i | i | 0.9 | i | i | i | i
46. O=C(CCN1C(=O)/C(=C/c2cccs2)SC1=S)Nc1cccc(O)c1
 : i | 14 | i | i | i | i | 0.2 | i | i | i | i
47. CC1(C)CC(=O)CC(=Nc2ccc3[nH]c(=O)[nH]c3c2)C1
 : i | 33 | i | i | i | i | -0.3 | i | i | i | i
48. Brc1ccc(-c2csc(-c3c[nH]c4ccccc34)n2)cc1
 : i | 3 | i | i | i | i | 3.9 | i | i | i | i
49. Cn1c(CN2CCOCC2)c(C#N)c2ccccc21
 : i | 12 | i | i | i | i | . | i | i | i | i
50. CCCCCCn1cnc2c(oc3nc4c(cc32)CCCC4)c1=O
 : i | 19 | i | i | i | i | 0.4 | i | i | i | i

Remaining list, next part
Values run as follows: MrgX1 agonist | AI-2 QS modul | TRPC6 activator | PolyA inh | TRPC4 inh | TRPC6 inhibitor | HIF act | TRPC4 act | MrgX1 allo act | MrgX1 antag | TRPC4 PAM
51. CCOC(=O)N1CCC(n2c(SCC(=O)Nc3nccs3)nc3ccsc3c2=O)CC1
 : i | 21 | i | i | i | i | 0.0 | i | i | i | i
52. CCOC(=O)C(C)(C)C(=O)C(C)(C)C(O)c1ccccn1 (stereo not given)
 : i | 12 | i | i | i | i | -0.1 | i | i | i | i
53. CCN1CCN(C(=O)c2ccc(CS(=O)(=O)Cc3ccccc3F)o2)CC1
 : i | 8 | i | i | . | i | -0.1 | i | i | i | i
54. Cc1ccccc1N=C1SC(CC(=O)Nc2ccc3ccccc3c2)C(=O)N1Cc1ccccn1 (stereo not given)
 : i | -18 | i | i | i | i | -0.7 | i | i | -9.7* | i
55. COc1cccc(NC(=O)c2cc([N+](=O)[O-])ccc2N2CCN(C)CC2)c1
 : i | 23 | i | . | i | i | 0.5 | i | i | i | i
56. Cc1ccc(NC(=O)COC(=O)/C=C/c2ccco2)cc1S(=O)(=O)N(C)C
 : i | 33 | i | i | i | i | 0.3 | i | i | i | i
57. Cc1nnc(N2C(=O)c3cccc4c([N+](=O)[O-])ccc(c34)C2=O)s1
 : i | 23 | i | i | i | i | 0.2 | i | i | i | i
58. COc1ccc(CC(=O)O/N=C(\N)c2ccncc2)cc1
 : i | -4 | i | i | i | i | 0.7 | i | i | i | i
59. Cn1nccc1C(=O)Nn1cnnc1
 : i | 0 | i | i | i | i | 1.5 | i | i | i | i
60. COc1ccc(OC)c(-c2csc(NC(=O)C3=COCCO3)n2)c1
 : i | 7 | i | i | i | i | 0.6 | i | i | i | i
61. CC(=O)c1cc(CN2CCN(Cc3ccccc3)C(CCO)C2)cs1 (stereo not given)
 : i | 13 | i | i | i | i | 0.5 | i | i | i | i
62. CC1C=CCC2C(=O)N(c3ccc(Cl)cc3O)C(=O)C12 (stereo not given)
 : i | 25 | i | i | i | i | 0.2 | i | i | i | i

These rows are one share of the data; count on the stated rates, not on these rows.
